Screening results: PubChem, several laboratories
PDI inh = inhibitors of human protein disulfide isomerase. P07237. PDI insulin aggregation turbidity, A650, 90 min. inhibition, % at 10 µM. actives 0.052% (n = 350,000). AID 588391;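 active = mean inhibition across replicates of 30% or more, whatever share of single replicates reach that level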;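 also: absorbance from insulin aggregation driven by PDI reduction with DTT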
Target sequence (P07237 whole entry, looked up): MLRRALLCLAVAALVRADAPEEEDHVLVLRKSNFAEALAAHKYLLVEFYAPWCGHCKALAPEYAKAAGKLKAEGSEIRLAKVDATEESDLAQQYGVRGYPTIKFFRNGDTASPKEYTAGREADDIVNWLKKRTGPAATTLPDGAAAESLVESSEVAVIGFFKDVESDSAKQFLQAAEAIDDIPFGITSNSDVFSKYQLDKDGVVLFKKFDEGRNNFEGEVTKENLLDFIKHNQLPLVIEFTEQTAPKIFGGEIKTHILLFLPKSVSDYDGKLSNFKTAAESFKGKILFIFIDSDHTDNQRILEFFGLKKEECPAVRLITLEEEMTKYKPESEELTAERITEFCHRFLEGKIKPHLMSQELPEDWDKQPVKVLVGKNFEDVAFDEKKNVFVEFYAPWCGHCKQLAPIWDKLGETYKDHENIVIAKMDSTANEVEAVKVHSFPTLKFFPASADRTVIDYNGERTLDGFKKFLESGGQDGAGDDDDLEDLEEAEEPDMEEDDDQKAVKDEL
NR2E3 ag-1 = activates human photoreceptor nuclear receptor NR2E3. AID 2300. GST-NR2E3/biotin-RetCOR TR-FRET, 1536-well. Q9Y5X4. actives 0.12% (n = 320,000). inhibition of corepressor binding, % at 4.78 µM;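 active = percent inhibition above the cutoff of mean plus 3 SD of all tested compounds, set per screening campaign, cut at about 20% in these data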;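 also: 0% = DMSO wells and 100% = biotin wells as full block of FRET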
Target sequence (Q9Y5X4 whole entry, looked up): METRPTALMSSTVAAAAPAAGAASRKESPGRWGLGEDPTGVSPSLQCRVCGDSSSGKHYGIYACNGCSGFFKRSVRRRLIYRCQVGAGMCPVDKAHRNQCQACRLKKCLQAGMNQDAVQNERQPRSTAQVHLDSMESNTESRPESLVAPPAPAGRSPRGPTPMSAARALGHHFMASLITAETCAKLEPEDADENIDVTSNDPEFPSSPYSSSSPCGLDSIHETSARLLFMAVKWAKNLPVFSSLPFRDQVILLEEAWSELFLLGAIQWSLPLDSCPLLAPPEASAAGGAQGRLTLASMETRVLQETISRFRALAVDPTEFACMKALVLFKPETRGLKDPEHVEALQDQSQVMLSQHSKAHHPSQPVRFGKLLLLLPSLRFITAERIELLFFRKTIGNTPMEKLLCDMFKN
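Material: NR2E3–RetCOR corepressor complex / Incubation: Compound–protein incubation for 5 h at 4 °C / Dosing: compound at 4.8 µM, single dose / Detection: time-resolved FRET / Benchmarks: high control biotin, low control 0.6% DMSO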
KKLEB cytotox = counter-screen for CF NF-kB inhibitors: cytotoxicity; KKLEB CF airway cells viability, ATPlite luminescence, overnight; active compounds read low; cells stimulated with P. aeruginosa culture filtrate; activity change (cytotoxicity), % at 5 µM; actives 0.36% (n = 360,000); AID 602141;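 active = corrected activity change at or below -50% at 5 µM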
Shn3 3UTR inh = inhibitors of Schnurri-3 3'UTR reporter in osteoblasts; Clone20 osteoblast Shn3 3'UTR firefly luciferase, 24 h; inhibition, % at 12.5 µM; actives 0.52% (n = 360,000); AID 588674;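 active = mean inhibition of at least 75% with every replicate also reaching 75%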;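 also: 0% = median of neutral control wells and 100% = pilot-screen positive control compound; some compounds past the cut are filed as inactive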
Vif imaging = blocks HIV Vif function. HEK293T cells, Vif self-association by quenched fluorescence, imaging, 24 h. inhibition, % at 7.49 µM. actives 0.35% (n = 340,000); in the data active = inhibition above about 50%, passing the limit was not always enough; also: some results filed as inactive read as strong as hits
NR2E3 ag-2 = agonists of human NR2E3 nuclear receptor; Q9Y5X4; CHO-S Gal4-NCOR/VP16-NR2E3 two-hybrid, luciferase; inhibition of corepressor binding, % at 3.98 µM; actives 0.35% (n = 360,000); AID 602229;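 active = inhibition above the mean of all tested compounds plus 3 SD, cut at about 70% in these data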;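 also: 0% = DMSO with NR2E3 transfected cells and 100% = cells lacking NR2E3 construct; higher means lower luciferase signal from less NR2E3 corepressor binding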
CF NFkB block = cystic fibrosis NF-kB activation inhibition | AID 588850 | KKLEB NF-kB-GFP reporter, PAF-induced, GFP fluorescence overnight | inhibition, % at 5 µM | actives 0.86% (n = 360,000);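 active = at least 50% inhibition at 5 µM, scaled per plate between neutral and stimulator controls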;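 also: PAF is a Pseudomonas aeruginosa culture filtrate used as stimulus; plate controls were PAF-stimulated DMSO wells for no effect and unstimulated DMSO wells for full effect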
Peg3 promoter = Peg3 promoter activity inhibition; actives 1.7% (n = 360,000); HeLa PEG-Prom luciferase reporter, luminescence, overnight; inhibition, % at 20 µM;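 active = inhibition of at least 50% at 20 µM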
HIF-2a inh = HIF-2a inhibition; 786-0 RCC cells HIF-2a reporter, luciferase luminescence, overnight; inhibition, % at 18.8 µM; actives 0.72% (n = 360,000);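 active = inhibition of the luminescence signal of 40% or more relative to plate controls, in a single-dose primary screen at 18.75 µM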
CaV13 ICDI inh = Primary screen for inhibitors of IQ motif and Ca2+-dependent inactivation inhibitor domain binding in CACNA1D, Förster resonance energy transfer in living cells, …. actives 0.098% (n = 340,000). inhibition, % at 12.3 µM. HEK cells, CFP/YFP FRET ICDI-IQ, plate reader, 10 min; percent FRET-ratio fall versus neutral wells;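 active = mean replicate inhibition of at least 30% and at least 1% of replicates passing that level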;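 also: 0% = median of the neutral control wells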
MITF TRPM1 inh = reduces MITF-dependent TRPM1 promoter luciferase signal | AID 488899 | SK-MEL-5 TRPM1 promoter luciferase, 24 h | actives 0.83% (n = 330,000) | inhibition, % at 12.5 µM;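 active = mean inhibition across replicates of 60% or more, whatever share of single replicates reaches that level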; also: values of inactives mirror those of a sister screen read the other way
Starred values were filed as active, the others as inactive; / = no result given. An unsorted share of the library. About 3.3% of those tested had a hit in this group.

Results follow in this order: PDI inh | NR2E3 ag-1 | KKLEB cytotox | Shn3 3UTR inh | Vif imaging | NR2E3 ag-2 | CF NFkB block | Peg3 promoter | HIF-2a inh | CaV13 ICDI inh | MITF TRPM1 inh
1: COCCNc1nc(-c2ccc(Cl)cc2C)c2sccc2n1
 : -4 | / | -33 | 0 | 3 | 6 | 28 | -21 | -2 | -4 | /
2: COc1ccc(C2(CNC(=O)c3cccs3)CCOCC2)cc1
 : 1 | 2 | -4 | -12 | 3 | 18 | 7 | -1 | 16 | -4 | 18
3: O=C(c1ccc2c(c1)OCO2)N1CCC2(CC1)Oc1ccc(F)cc1C(=O)C21CC(c2cccnc2)=NO1 (configuration not stated)
 : 0 | 4 | 0 | -13 | 3 | 20 | -2 | 1 | 20 | -9 | -2
4: Cc1c(N)c(C(C)(C)C)cc(C(C)(C)C)c1[N+](=O)[O-]
 : 4 | 1 | 4 | 29 | -4 | 6 | -6 | 0 | -2 | -3 | 7
5: COC(=O)CCC(=O)Nc1cccc(C(=O)Nc2cccc(Cl)c2)c1
 : 8 | 3 | -2 | -5 | 0 | -12 | -2 | 0 | -34 | -4 | 7
6: O=C(NCC1CCCO1)c1cccc(NC(=O)c2ccc(Br)cc2)c1 (configuration not stated)
 : 4 | 4 | -5 | 12 | -20 | -15 | 6 | -18 | -18 | -7 | -13
7: CCCCc1c(C)nc2c(OC)cccc2c1SCC(=O)O
 : 3 | 2 | 5 | 12 | 7 | 5 | 0 | 19 | 16 | -5 | -1
8: CCOc1ccc(CN2CCNC(=O)C2CC(=O)NCC2CCOCC2)cc1 (configuration not stated)
 : -6 | 1 | 2 | 6 | 1 | -14 | -2 | 19 | 6 | -4 | 1
9: CCn1c(SCC(=O)NC(C)(C)C)nnc1-c1ccncc1
 : 1 | 1 | 1 | 5 | 9 | 8 | 2 | 7 | 11 | 2 | -17
10: O=C(COc1ccc(F)cc1)N1CCc2ccccc2C1
 : -1 | -1 | -5 | -1 | 1 | -17 | 10 | -30 | -69 | 5 | -17
11: COCCN(C(=O)CCC(=O)Nc1ccccn1)C(C(=O)NC(C)C)c1ccc(Cl)cc1 (configuration not stated)
 : 4 | 1 | 1 | -19 | 18 | -5 | 18 | 7 | 14 | -7 | 8
12: COc1ccc(NC(=O)C(c2ccc(OC)cc2)N(C)C(=O)Cc2cccs2)cc1 (configuration not stated)
 : -2 | 0 | 8 | 14 | -3 | -1 | -7 | 14 | 5 | -9 | -16
13: CC(C)c1ccc(-c2nc3ccccc3s2)cc1
 : -5 | 3 | -79* | 88* | -6 | 88* | 21 | 72* | 77* | -4 | 92*
14: CCOC(=O)N1CCN(C(=O)c2cc(Cl)c(Cl)cc2C(=O)O)CC1
 : -6 | -2 | -9 | 1 | -4 | 13 | 13 | 3 | 2 | -6 | 4
15: O=C(NCc1ccc2c(c1)OCO2)C1CCC(=O)N1C1CCCC1 (configuration not stated)
 : -1 | 2 | 8 | 11 | 2 | -13 | -5 | 12 | 8 | -2 | 9
16: Cc1cc(C)c(NC(=O)CSc2nncn2-c2cccnc2)c(C)c1
 : 0 | 0 | 0 | 2 | -4 | -33 | -2 | -1 | 11 | -4 | -8
17: CCOC(=O)CNc1c(-c2ccc(O)cc2)nc2ccccn12
 : 8 | -4 | 6 | -13 | 20 | -12 | 0 | -15 | -53 | -5 | -1
18: Cn1c(=O)c2c(nc(N3CCOCC3)n2CCNC2=NCCC2)n(C)c1=O
 : 12 | 1 | 1 | 17 | 2 | 3 | -3 | 7 | 21 | -5 | -3
19: Cn1nnnc1Sc1ncnc2scc(-c3cccc4ccccc34)c12
 : 1 | / | -43 | -4 | -15 | 60 | 48 | 98* | 53* | -5 | 34
20: CCCn1nc(Oc2nc(NCC)nc(NCC)n2)ccc1=O
 : 1 | -1 | -4 | 0 | 18 | 4 | -5 | -13 | 5 | -3 | 1
21: CCOc1cc(C2NC(=O)NC2=O)ccc1O (configuration not stated)
 : 14 | 1 | 0 | -25 | 4 | -16 | -1 | 7 | 7 | -4 | 2
22: COCc1c(Br)c(C)nc(OCC(=O)O)c1C#N
 : 0 | -3 | 7 | 2 | 3 | -5 | -4 | 2 | 7 | -2 | -4
23: O=C1NC(c2ccccc2)(C(F)(F)F)SC2=CCCCCN12 (configuration not stated)
 : -6 | -4 | -4 | -21 | 20 | -5 | 15 | 14 | 10 | -3 | 3
24: COc1ccc(NC(=O)c2cc(Br)c(Br)s2)cn1
 : 1 | 2 | 10 | -18 | -7 | 2 | -45 | -132 | -230 | -19 | -37
25: COc1ccc(S(=O)(=O)N2CCc3ccccc3C2)cc1
 : 9 | 0 | 6 | -2 | 6 | 13 | -13 | 3 | 8 | -4 | -2
26: Cc1ccc(C(=O)N/C(=C/c2ccco2)C(=O)NCc2ccco2)cc1
 : 14 | 1 | -3 | 7 | -11 | -28 | 3 | 14 | -4 | -7 | 6
27: CC(=O)NC1C(OCc2ccccc2)OC2COC(C)(C)OC2C1O (configuration not stated)
 : 6 | 1 | 6 | -3 | -7 | -17 | -2 | 1 | 18 | -12 | 10
28: COc1ccccc1N1C(=O)C2C(C(=O)c3ccccc3)=NN(c3ccccc3OC)C2C1=O (configuration not stated)
 : 0 | -1 | -3 | 15 | -10 | -28 | -6 | 13 | 19 | -146 | 4
29: COc1ccc(S(=O)(=O)N2CCOCC2)cc1NC(=O)C1COc2ccccc2O1 (configuration not stated)
 : -1 | -3 | -19 | 0 | -4 | 8 | 2 | 14 | -20 | -5 | -11
30: CCCCn1c(N)c(N(CCOC)C(=O)COC(=O)Cc2cccc(OC)c2)c(=O)[nH]c1=O
 : 10 | 0 | -16 | 0 | 1 | -9 | 6 | 17 | 8 | -4 | -1

Looked up one by one from above, five records:
Results follow in this order: PDI inh | NR2E3 ag-1 | KKLEB cytotox | Shn3 3UTR inh | Vif imaging | NR2E3 ag-2 | CF NFkB block | Peg3 promoter | HIF-2a inh | CaV13 ICDI inh | MITF TRPM1 inh
7: CCCCc1c(C)nc2c(OC)cccc2c1SCC(=O)O
 : 3 | 2 | 5 | 12 | 7 | 5 | 0 | 19 | 16 | -5 | -1
12: COc1ccc(NC(=O)C(c2ccc(OC)cc2)N(C)C(=O)Cc2cccs2)cc1 (configuration not stated)
 : -2 | 0 | 8 | 14 | -3 | -1 | -7 | 14 | 5 | -9 | -16
26: Cc1ccc(C(=O)N/C(=C/c2ccco2)C(=O)NCc2ccco2)cc1
 : 14 | 1 | -3 | 7 | -11 | -28 | 3 | 14 | -4 | -7 | 6
27: CC(=O)NC1C(OCc2ccccc2)OC2COC(C)(C)OC2C1O (configuration not stated)
 : 6 | 1 | 6 | -3 | -7 | -17 | -2 | 1 | 18 | -12 | 10
19: Cn1nnnc1Sc1ncnc2scc(-c3cccc4ccccc34)c12
 : 1 | / | -43 | -4 | -15 | 60 | 48 | 98* | 53* | -5 | 34

Following part
Results follow in this order: PDI inh | NR2E3 ag-1 | KKLEB cytotox | Shn3 3UTR inh | Vif imaging | NR2E3 ag-2 | CF NFkB block | Peg3 promoter | HIF-2a inh | CaV13 ICDI inh | MITF TRPM1 inh
31: CCN1CCN(c2nc3c(C)cccn3c(=O)c2/C=C(\C#N)S(=O)(=O)c2ccc(Cl)cc2)CC1
 : -9 | 2 | -6 | 11 | 1 | 2 | -4 | 16 | 9 | -6 | -16
32: N#Cc1cc([N+](=O)[O-])ccc1NC(=O)COC(=O)C1CC2CCCC(C1)C2=O (configuration not stated)
 : -1 | -4 | 8 | 7 | -6 | -15 | -23 | -4 | 7 | -7 | 15
33: O=C(CSc1nccc(-c2cccs2)n1)Nc1ccccc1
 : 18 | -2 | 0 | 2 | -3 | -15 | 6 | 0 | 4 | -9 | -8
34: CCNC(=O)COC(=O)c1cc(-c2ccccc2)nn1-c1ccccc1
 : 15 | 4 | 4 | -8 | 1 | -14 | -12 | 3 | 21 | 4 | -1
35: COc1ccc(CC(=O)NCC(=O)NCc2cc(=O)n(C)c(=O)n2C)cc1
 : -7 | 0 | -3 | -7 | 0 | -56 | 12 | -6 | 10 | -2 | -7
36: Nc1ccc2nc(-c3ccc(Cl)cc3)[nH]c2c1
 : -1 | -1 | 17 | -89 | 5 | -134 | -31 | -465 | -260 | -7 | -61
37: O=C(NCCc1ccc(F)cc1)c1cc([N+](=O)[O-])ccc1N1CCOCC1
 : 5 | 1 | -4 | -5 | 15 | -11 | 7 | -7 | 7 | -6 | -4
38: Cc1ccc2nc(N(CCN(C)C)C(=O)c3cc(Cl)sc3Cl)sc2c1
 : 4 | 0 | 0 | -30 | 4 | -18 | 2 | -81 | -106 | -3 | -29
39: NC(CSS(=O)(=O)O)=NCCC12CC3CC(CC(O)(C3)C1)C2
 : 10 | -1 | 3 | -35 | -7 | -7 | 1 | -36 | -18 | -5 | -47
40: CCCCCN(C(=O)CCC(=O)OCC(=O)N1CCCC(C)C1)c1c(N)n(CCCC)c(=O)[nH]c1=O (configuration not stated)
 : 7 | -4 | 8 | -2 | / | -12 | -20 | 6 | 8 | -3 | 4
41: Cn1c(Cc2ccccc2)nnc1SCC(=O)N1CCCCC1
 : -5 | -1 | -6 | -1 | 0 | -14 | -14 | 2 | 3 | -5 | 2
42: CCc1ccc(N2CC(C(=O)NC3CC3)CC2=O)cc1 (configuration not stated)
 : -1 | -3 | -8 | 2 | -5 | -4 | 0 | 13 | -2 | -6 | -6

Single records, from the list above. Screens in order: PDI inh	NR2E3 ag-1	KKLEB cytotox	Shn3 3UTR inh	Vif imaging	NR2E3 ag-2	CF NFkB block	Peg3 promoter	HIF-2a inh	CaV13 ICDI inh	MITF TRPM1 inh
O=C(CSc1nccc(-c2cccs2)n1)Nc1ccccc1 as listed: 18	-2	0	2	-3	-15	6	0	4	-9	-8
COCCNc1nc(-c2ccc(Cl)cc2C)c2sccc2n1 as listed: -4	/	-33	0	3	6	28	-21	-2	-4	/

2 entries from above, screen by screen:
(40) CCCCCN(C(=O)CCC(=O)OCC(=O)N1CCCC(C)C1)c1c(N)n(CCCC)c(=O)[nH]c1=O (configuration not stated)
(41) Cn1c(Cc2ccccc2)nnc1SCC(=O)N1CCCCC1

assay / entry	40	41
PDI inh	7	-5
NR2E3 ag-1	-4	-1
KKLEB cytotox	8	-6
Shn3 3UTR inh	-2	-1
Vif imaging	/	0
NR2E3 ag-2	-12	-14
CF NFkB block	-20	-14
Peg3 promoter	6	2
HIF-2a inh	8	3
CaV13 ICDI inh	-3	-5
MITF TRPM1 inh	4	2

Records listed above shown as hits in Shn3 3UTR inh:
cpd	SMILES	PDI inh	NR2E3 ag-1	Shn3 3UTR inh	Vif imaging	NR2E3 ag-2	CF NFkB block	Peg3 promoter	HIF-2a inh	CaV13 ICDI inh	MITF TRPM1 inh
13	CC(C)c1ccc(-c2nc3ccccc3s2)cc1	-5	3	88*	-6	88*	21	72*	77*	-4	92*
